Screening results (PubChem)
aSyn tox rescue: qHTS of alpha-syn Inhibitors: NCGC Sytravon Library Screen. S. cerevisiae alpha-synuclein toxicity rescue, BacTiter-Glo growth, 24 h. Potency, µM (highest dose often 46.1 µM), without a hit: at the top dose growth rescue (activation), hits mostly activators. 94,000 tested, 0.02% active. AID 1347070, 2019; active = well fitted activation curve with a large enough effect; note: 0% is about no effect
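Growth restoration measured by BacTiter-Glo luminescence after 24 hr at 30 deg C; alpha-synuclein yeast, raffinose-pregrown to mid-log, were added at OD600=0.02 in galactose medium onto pinned compounds.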
Active calls of the source: *; [ ] = dose if it differs, or a comment. Potency is the fitted concentration of half-maximal effect. An excerpt; count on the stated rates, not on these rows.

SMILES	aSyn tox rescue
CCOC(=O)N1CCC(N2C(=O)c3ccccc3C2Nc2cc(Cl)c(OC)cc2OC)CC1 (configuration not stated)	6%
CC(OC(=O)/C=C/c1cccc(C(F)(F)F)c1)C(=O)NC1CCCCC1C (configuration not stated)	-3%
CCCC(=O)C1=C(c2cccc(OC)c2)N(C(=O)CCC)n2c(C)nnc2S1	3%
COC(=O)[C@H]1C[C@H](OC(=O)NCc2ccccc2F)[C@@]2(O)CN(S(=O)(=O)c3ccc(C)cc3)CC2[C@H]1C(=O)OC (some centres not stated)	0%
Cc1cc(C)c2[nH]c(C(=O)Nc3ccc4c(c3)OCO4)cc2c1	0%
COc1ccccc1C(=O)Nc1ccc(-c2nc3cc(C)cc(C)c3o2)cc1	5%
CSc1nc(Cl)cc(Nc2ccccc2N)n1	9%
O=C(c1cccc(Cl)c1)N(Cc1ccco1)Cc1ccccc1Cl	19%
Cc1cc(Br)cc2c1N(Cc1ccccc1OC(C)C)C(=O)C2=O	-76%[inhibitor]
CC(=O)c1cccc(NC(=O)c2cc(C(C)C)on2)c1	3%
CCC1CN(C(=O)N2CCC(C(=O)NCc3cccc(OC)c3OC)CC2)c2cc(C)ccc2O1 (configuration not stated)	-12%
O=C(NCCc1ccc(F)cc1)C(=O)NCC(c1cccs1)S(=O)(=O)c1ccccc1 (configuration not stated)	-3%
CCc1nnc2c3ccccc3nc(Nc3cc(C)cc(C)c3)n12	-5%
CCCCn1c(N)c(N(CC(C)C)C(=O)CCNC(=O)c2ccccc2Cl)c(=O)[nH]c1=O	-43%[inhibitor]
CCOc1cccc(C(=O)N(Cc2ccc(CC)cc2)C2CCS(=O)(=O)C2)c1 (configuration not stated)	-3%
CC(=O)N1c2ccc(S(=O)(=O)NCC3CCC(C(=O)Nc4ccccc4C)CC3)cc2CC1C (configuration not stated)	-12%
COc1ccc(CC(=O)NNC(=O)c2nn(Cc3ccccc3)c(=O)c3ccccc23)cc1OC	-6%
Cc1ccc(NS(=O)(=O)c2ccc(C(=O)NCCCN3CCOCC3)cc2)cc1	-3%
Cc1cc2ccccc2n1CCNC(=O)COc1ccccc1	2%
CCN(CC)C(=O)C1CCN(C(=O)c2cnn(-c3ccccc3)c2-n2cccc2)CC1	-1%
COc1cccc(CNC(=O)CCn2ccc3cc(S(=O)(=O)N4CCCC4)ccc32)c1	7%
C[C@H](CO)N1C[C@H](C)[C@@H](CN(C)C(=O)c2ccc3ccn(C)c3c2)OCc2cn(nn2)CCCC1=O	8%
CCOC(=O)CCCCCC(=O)Nc1ccc2c(c1)C(=O)N([C@@H](C)CO)C[C@H](C)[C@H](CN(C)C(=O)Nc1ccc(C(F)(F)F)cc1)OCCCC[C@H](C)O2	2%
COC(=O)c1cc2oc(C)cc2n1Cc1ccc(Br)cc1F	0%
COc1cccc2sc(N(Cc3cccnc3)C(=O)c3ccc4c(c3)OCCO4)nc12	-7%
CCN(CC)c1ccc2ccc(=O)oc2c1	5%
C/C(=N\N(c1ccccc1)c1ccccc1)c1ccc(O)cc1	9%
CCCN(CCC)CCCNC(=O)C1CCN(S(=O)(=O)c2cccc3nsnc23)CC1	-7%
COc1ccc(-c2cc(-c3ccc(N)cc3)nc(N)c2C#N)cc1OC	-17%
CN(Cc1ccccc1)C(=O)c1ccc(CSc2nc3cccnc3n2Cc2ccccc2)cc1	-3%
CNC(=O)Cn1c(=O)c2cccn2c2ccc(F)cc21	-3%
CCOc1ccccc1CN1CCc2nc(Nc3ccc4c(c3)OCCO4)ncc2C1	-10%
O=C(O)c1ccc(N/N=C2/CCSc3ccc(F)cc32)cc1	16%
CCCCN(CC)CCCNC(=S)Nc1ccc2nc(N3CCN(C)CC3)cc(C)c2c1	-7%
Cc1cc2c(cc1C)NC(CC(=O)Nc1cccc(C)c1C)C(=O)N2 (configuration not stated)	-5%
CCCCN(C(=O)C1CCN(C(=O)c2ccccc2C)CC1)c1c(N)n(CCC)c(=O)[nH]c1=O	-14%
COC(=O)c1ccccc1NS(=O)(=O)c1cn(C)c(=O)n(C)c1=O	-1%
Cc1cc2nc3c(=O)n(C)c(=O)n(C)c3nc2cc1N=CN(C)C	-4%
COc1ccc(OC)c(CNC(=O)c2nn(C)c3c2CS(=O)(=O)c2ccccc2-3)c1	6%
CC(C)CCNC(=O)c1ccc(Cn2c(SCC(=O)NC(C)C)nc3ccccc3c2=O)cc1	-1%
Cc1cccc(C(=O)NCC(=O)OCc2cc(=O)n3nc(CC(C)C)sc3n2)c1	-8%
COc1ccc(CCC(=O)NCc2cn3ccc(C)cc3n2)cc1	-2%
CCOC(=O)C1CCCN(CCCc2ccccc2)C1 (configuration not stated)	4%
Cc1noc(C)c1NC(=O)Nc1ccc2c(c1)C(=O)N([C@@H](C)CO)C[C@@H](C)[C@H](CN(C)C(=O)Nc1cccc3ccccc13)OCCCC[C@H](C)O2	-5%
Cc1cccc(OCC(=O)N/N=C/c2ccc3c(c2)OCO3)c1	4%

Among those listed so far, these have a CF3 group:
SMILES	aSyn tox rescue
CC(OC(=O)/C=C/c1cccc(C(F)(F)F)c1)C(=O)NC1CCCCC1C (configuration not stated)	-3%
CCOC(=O)CCCCCC(=O)Nc1ccc2c(c1)C(=O)N([C@@H](C)CO)C[C@H](C)[C@H](CN(C)C(=O)Nc1ccc(C(F)(F)F)cc1)OCCCC[C@H](C)O2	2%

(continued)
SMILES	aSyn tox rescue
Clc1ccc(-c2ccnc3nc(N4CCOCC4)nn23)c(Cl)c1	-3%
O=C(CCNC(=O)c1ccc(Br)cc1)Nc1ccc(S(=O)(=O)N2CCCCC2)cc1	-1%
Cc1c(C(=O)Nc2ccc(F)c(Cl)c2)oc2ccc(S(=O)(=O)N(C)C3CCCCC3)cc12	2%
Cc1ccc(C)c(Cn2c3ccccc3c3cnn(CC(=O)NC(C)c4ccccc4)c(=O)c32)c1 (configuration not stated)	-5%
Cc1cc(NCc2cccnc2)no1	-2%
COc1cc(C(=O)NCCCc2nc3ccccc3n2CC(C)C)cc(OC)c1OC	-8%
COc1ccccc1-c1nnc(SCC(=O)Nc2ccccc2F)o1	22%
CC(C)NC(=O)CN(Cc1ccc2c(c1)OCO2)C(=O)CCC(=O)Nc1ccccn1	0%
O=c1cc2nc(-c3ccccc3)nc(SCc3cccc(Br)c3)n2[nH]1	2%
CN1CCN(CCNC(=O)c2cnn(-c3ccc(Cl)cc3)c2C2CCN(C(=O)OC(C)(C)C)CC2)CC1	-1%
Cc1cc2[nH]c(=O)c(=O)[nH]c2cc1S(=O)(=O)Nc1cccc(C(F)(F)F)c1	5%
COc1ccc(C(=O)NNC(=O)CCn2nnc(-c3ccc(C)cc3)n2)cc1OC	3%
CN1c2ccccc2C(=O)/C(=C\Nc2ncccn2)S1(=O)=O	-7%
Cc1ccc(CNC(=O)CCCn2nc(C)c3c(C)n(-c4ccccc4)nc3c2=O)cc1	-4%
CC(OC(=O)c1ccncc1)C(=O)Nc1cc(S(=O)(=O)N2CCCCC2)ccc1Cl (configuration not stated)	-4%
COc1cc(C=NNC(=O)C(=O)Nc2cccc(Cl)c2)cc(OC)c1O	-4%
COCCn1ccc2c(OCC(=O)Nc3ccccc3OC)cccc2c1=O	-1%
Cc1ccc(C)c(N2N=C(C(=O)OCc3nnc(-c4ccccc4Br)o3)CCC2=O)c1	-12%
O=S(=O)(c1ccccc1)c1nc(-c2ccc(F)cc2)oc1N1CCOCC1	24%
CCOc1ccc(NC(=O)Nc2cccc(C)n2)cc1	-5%
Cc1c(C(=O)NNC(=O)c2ccccc2O)oc2ccccc12	-18%
CC1(C)Cc2ccccc2-c2nnc(-c3cccnc3)n21	-4%
Cc1cc(C)c(OCC(=O)N(Cc2cccc(F)c2)Cc2ccco2)c(C)c1	3%
O=C(CCN1C(=O)S/C(=C\c2ccccc2)C1=O)N1CCCCC1	12%
COc1ccc(-n2c(-c3ccc(Br)cc3)nc(=S)c3c2CCCC3)cc1	9%
CCOCCCNC(=O)c1ccc(-c2nc(CS(=O)(=O)c3ccccc3)c(C)o2)cc1	-11%
COc1cc(OC)c(NC(=O)COc2ccccc2-c2nnc(-c3ccccc3)o2)cc1Cl	-1%
COC(=O)c1ccccc1NC(=O)CSc1nc2ccsc2c(=O)n1Cc1ccc(C(=O)O)cc1	9%
O=C(Cn1c(=O)c2ccccc2n(CC(=O)N2CCCCC2)c1=O)N1CCCCC1	-1%
CCCCN(CC)C(=O)c1cc2cc3ccc(Cl)cc3nc2o1	1%

Overlap with the part before: four compounds; new compounds follow.
SMILES	aSyn tox rescue
COc1cc(OC)c(NC(=O)COc2ccccc2-c2nnc(-c3ccccc3)o2)cc1Cl	-1%
COC(=O)c1ccccc1NC(=O)CSc1nc2ccsc2c(=O)n1Cc1ccc(C(=O)O)cc1	9%
O=C(Cn1c(=O)c2ccccc2n(CC(=O)N2CCCCC2)c1=O)N1CCCCC1	-1%
CCCCN(CC)C(=O)c1cc2cc3ccc(Cl)cc3nc2o1	1%
Cc1ccc(NC(=O)/C(C#N)=C\c2ccc(Cl)cc2Cl)cc1C	-2%
N=c1c(C(=O)NCCc2ccccc2)cc2c(=O)n3ccccc3nc2n1Cc1ccco1	8%
COc1ccc(NC(=O)Cn2c(=O)nc(-c3ccccc3)c3ccccc32)cc1OC	-5%
Cc1ccc(Cl)cc1N1CCN(C(=O)CN2C(=O)COc3ccc(S(=O)(=O)N4CCCCCC4)cc32)CC1	-10%
O=C(Cn1cnc2cc([N+](=O)[O-])ccc2c1=O)Nc1ccc(N2CCOCC2)cc1	-1%
CC(C)NC(=O)COC(=O)c1ccccc1CSC1=NCCS1	5%
C[C@@H]1CCCCO[C@H](CN(C)C(=O)c2ccccc2)[C@@H](C)CN([C@H](C)CO)C(=O)c2cc(NC(=O)c3ccncc3)ccc2O1	4%
COc1ccc(NC(=O)CN2CCC(C(N)=O)(N3CCCCC3)CC2)c(OC)c1	-4%
Cn1cc(C(=O)NCCc2ccc(Cl)cc2)c(=O)c2cc(S(=O)(=O)N3CCOCC3)ccc21	1%
COc1cccc2c1Oc1ncccc1N(c1ccc(C(=O)NCc3cccc(C)c3)s1)C2	1%
O=C(c1cc(-c2ccccc2O)on1)N1CCOCC1	-4%
COc1cccc(NC(=O)CSC2=Nc3ccccc3C3=NC(CC(=O)NCc4cccs4)C(=O)N23)c1 (configuration not stated)	-1%
CCN(C(=O)COC(=O)c1ccccc1SCC(=O)N1CCCC1)C1CCS(=O)(=O)C1 (configuration not stated)	-2%
COC(=O)C(Cc1ccc(O)cc1)NC(=O)CCc1ccco1 (configuration not stated)	-8%
Cc1ccc(NC(=O)CCS(=O)(=O)c2cc3c4c(c2)CCN4C(=O)CC3)c(C)c1	2%

Laid out differently: 4 of the compounds above
SMILES: CC(C)NC(=O)CN(Cc1ccc2c(c1)OCO2)C(=O)CCC(=O)Nc1ccccn1
  aSyn tox rescue: 0%
SMILES: O=C(Cn1c(=O)c2ccccc2n(CC(=O)N2CCCCC2)c1=O)N1CCCCC1
  aSyn tox rescue: -1%
SMILES: CCOc1ccc(NC(=O)Nc2cccc(C)n2)cc1
  aSyn tox rescue: -5%
SMILES: Cc1cc(C)c(OCC(=O)N(Cc2cccc(F)c2)Cc2ccco2)c(C)c1
  aSyn tox rescue: 3%

(list continues)
SMILES	aSyn tox rescue
O=C(Nc1ccccc1)Nc1snnc1C(=O)Nc1cccc(O)c1	-4%
O=c1[nH]c(CSc2ncc(C(F)(F)F)cc2Cl)nc2cc(C(F)(F)F)ccc12	8%
Cc1ccc(Nc2c(-c3cccs3)nc3nc(C)cc(C)n23)cc1	-13%
Cc1c(NC(=O)COc2ccc3ccc(=O)oc3c2)c(=O)n(-c2ccccc2)n1C	-2%
CN(C)CCN(Cc1ccccc1)S(=O)(=O)c1ccc(-c2cc(C(F)(F)F)on2)s1	6%
Cc1cc(C)cc(NC(=O)C2CCN(c3nnc(-n4c(C)ccc4C)s3)CC2)c1	-6%
Cc1cc(=O)nc2c3ccccc3n(C(C)C(=O)Nc3cc(F)ccc3F)n12 (configuration not stated)	11%
O=C(NC1CCCC1)C(c1ccncc1)N(C(=O)c1csnn1)c1ccc(F)c(Cl)c1 (configuration not stated)	2%
COc1cccc(CNC(=O)C(=O)NCC(c2cccs2)S(=O)(=O)c2cccs2)c1 (configuration not stated)	6%
Cc1c(Cl)c([N+](=O)[O-])nn1CCCC(=O)Nc1cccnc1	-5%
O=C(CSC1=Nc2ccccc2C2=NC(CCC(=O)NC3CCCCC3)C(=O)N12)Nc1cccc(C(F)(F)F)c1 (configuration not stated)	2%
CCn1c(SCC(=O)NNC(=O)c2ccco2)nnc1-c1ccco1	4%
COc1ccc2cc3cc(C(=O)N4CCN(c5ccccc5F)CC4)oc3nc2c1	-1%
Cn1cc(S(=O)(=O)N2CCC3(CC2)OCCO3)c(=O)n(C)c1=O	5%
Cc1ccc(Cn2c(SCC(=O)NCc3ccc(Cl)cc3)nc3ccsc3c2=O)cc1	-1%
COc1ccc(-c2nn3c(=O)cc(CN4CCN(S(=O)(=O)c5ccc(C)cc5)CC4)nc3s2)cc1	12%
COc1ccc(C2Nc3ccccc3-c3cc(C)nn32)c(OC)c1 (configuration not stated)	-4%
Nc1ccn([C@@H]2O[C@H](CNCc3ccc(OCC(=O)Nc4nccs4)cc3)[C@@H](O)[C@H]2O)c(=O)n1	9%
COc1ccc(/C(=C\Nc2ccc(C)c(C)c2)C(C)=O)cc1OC	16%
COc1cccc(CNC(=O)CCc2c(C)nn(-c3ccc(N4CCOCC4)nn3)c2C)c1	-5%
CCCCC(=O)N1CCc2cc(OC)c(OC)cc2C1COc1ccc(OC)cc1 (configuration not stated)	7%
COc1ccc(Nc2c3c(nc4ccc(NC(=O)/C=C/c5cccc(OC)c5OC)cc24)CCCC3)cc1OC	-4%
Fc1cnc(Cl)nc1N1CCN(c2ccccc2)CC1	9%
